PKM2 act = qHTS Assay for Activators of Human Muscle isoform 2 Pyruvate Kinase; Pyruvate kinase PKM (Homo sapiens), P14618; purified PKM2, Kinase-Glo ATP luminescence, activation; response scale: 0% is enzyme alone, no compound; Potency, µM (top dose mostly 57.5 µM), without a hit: top-dose activation, most hits filed as activators; actives 0.34% (n = 260,000); AID 1631, 2009; further: potency means the concentration at half of the fitted maximal effect; on the % scale 0 is the no-effect control and ±100 the full control effect; nearly all actives have a fitted effect of over 55% in size
Target sequence (P14618 whole entry, looked up, canonical isoform): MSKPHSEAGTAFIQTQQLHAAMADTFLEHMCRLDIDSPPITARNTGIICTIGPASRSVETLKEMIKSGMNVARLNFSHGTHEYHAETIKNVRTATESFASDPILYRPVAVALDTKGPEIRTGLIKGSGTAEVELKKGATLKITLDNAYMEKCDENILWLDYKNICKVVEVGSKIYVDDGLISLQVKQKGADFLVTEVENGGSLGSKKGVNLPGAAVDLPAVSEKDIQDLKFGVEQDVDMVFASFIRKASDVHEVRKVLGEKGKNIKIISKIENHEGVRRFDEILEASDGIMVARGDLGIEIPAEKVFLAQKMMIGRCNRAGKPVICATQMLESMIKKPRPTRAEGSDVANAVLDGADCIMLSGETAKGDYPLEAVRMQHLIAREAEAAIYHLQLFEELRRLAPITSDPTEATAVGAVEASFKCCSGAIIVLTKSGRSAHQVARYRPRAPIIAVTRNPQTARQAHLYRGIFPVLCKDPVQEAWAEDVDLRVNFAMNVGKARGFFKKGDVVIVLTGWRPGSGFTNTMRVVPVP
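ATP formation by purified human PK-M2, quantified via coupled luciferase luminescence after 1 h at room temperature with 0.1 mM ADP and 0.5 mM PEP final.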
GALK inh = qHTS Assay for Inhibitors of Human Galactokinase (GALK). AID 1868, 2009. Potency, µM (top dose mostly 57.5 µM), inactives show top-dose activity change, negative = inhibition, usual class: inhibitors. Purified GALK, Kinase-Glo residual ATP luminescence. P51570. actives 0.007% (n = 270,000); further: potency means the concentration at half of the fitted maximal effect; on the % scale 0 is the no-effect control and ±100 the full control effect
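5 nM enzyme, 35 uM ATP, 100 uM galactose, 20 mM HEPES pH8.0, 5 mM MgCl2; 1 h RT; residual ATP by Kinase-Glo Plus luminescence, qHTS format.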
FBPA coupling cs = qHTS Assay for Inhibitors of Fructose-1,6-bisphosphate Aldolase from Giardia Lamblia: Coupling assay counterscreen. coupling enzyme system counterscreen, AmpLite Red fluorescence. activity change, negative = inhibition, % at 58.2 µM, hits read low. actives 0.67% (n = 290,000); in the data active means activity change below about -30%; further: on the % scale 0 is the no-effect control and ±100 the full control effect
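Compounds tested against the coupling enzymes alone at 57.5 uM final; readout was AmpLite Red fluorescence (525/598 nm) after 20 min at RT.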
B2AR arrestin = qHTS assay of beta-arrestin-biased ligands of beta2-adrenergic receptor; beta-arrestin recruitment to beta2AR, cell-based reporter; Potency, µM (highest dose often 46.1 µM), for the others: at the highest dose activation, hits mostly activators; actives 0.02% (n = 330,000); AID 492947, 2010;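 further: potency means the concentration at half of the fitted maximal effect; 0% = DMSO controls and full agonism = EC100 isoproterenol or metaproterenol; nearly all actives have a fitted effect of over 65% in size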
MLL CXXC-DNA inh = qHTS Fluorescence Polarization Assay for Inhibitors of MLL CXXC domain - DNA interaction; Histone-lysine N-methyltransferase 2A (Homo sapiens), Q03164; MLL-CXXC / FITC-HOXA9 DNA fluorescence polarization; Potency, µM (series often up to 115 µM), without a hit: top-dose activity change, negative = inhibition, hits mostly inhibitors; actives 0.037% (n = 290,000); AID 2662, 2010; active means well fitted inhibition curve with a large enough effect in the polarisation, with a control signal flat, not every such curve was filed as active; inconclusive means small, poorly fitted or top-dose-only effect, or effect the other way, or a change in a side signal; inactive means no such curve, though single readings can be large or run the other way; the % refers to the polarisation; further: potency means the concentration at half of the fitted maximal effect
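Steps: dispense CXXC domain solution (7 uM) → pin compounds or unlabeled HOX-A9 DNA control → 5 min ambient → add FLSN-HOX-A9 solution (50 nM) → spin → 30 min ambient → fluorescence polarization. Tris pH 7.5/NaCl/DTT/BSA buffer.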
Giardia kill = Small Molecules that selectively kill Giardia lamblia: qHTS; Giardia lamblia trophozoite viability; activity change, % at 7.66 µM, hits read low; actives 0.15% (n = 340,000); AID 540267, 2011; in the data active means activity change below about -80%; inconclusive means between about -30% and that limit;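 further: parasites exposed to compound for two days anaerobically before the ATP read; on the % scale 0 is the no-effect control and ±100 the full control effect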
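Giardia lamblia trophozoites (100 cells/well) were incubated with compounds for 48 h at 37 deg C under anaerobic conditions. Viability was read as ATP content by one-step luminescence after 15-30 min at room temperature.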
TRPV1 ag = HTS Assay for Compounds that Act as Agonists of the Vanilloid Receptor 1; TRPV1-expressing cells, Fluo-8 calcium influx, agonist mode; activation, % at 8.33 µM; Transient receptor potential cation channel subfamily V member 1 (Homo sapiens), Q8NER1; actives 0.19% (n = 320,000); in the data active means activation above about 80%; inconclusive means between about 30% and that limit; further: 0% is about no effect
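TRPV1-expressing cells were cultured overnight at 35.5C and loaded with Fluo-8 calcium dye for 40 to 90 min at room temperature. After a 10 s baseline, compound was added and calcium influx was read kinetically for 3 min (ex 480/em 520 nm).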
Menin-MLL TR inh = qHTS Assay for Inhibitors Targeting the Menin-MLL Interaction in MLL Related Leukemias: Competition With Texas Red Labeled MLL-derived Mutant Peptide. AID 1768, 2009. actives 0.23% (n = 270,000). Potency, µM (titrated, usually from 61.6 µM), for inactives: top-dose FP activity change, negative = inhibition, hits mostly inhibitors. O00255. Menin + Texas Red MLL mutant peptide, fluorescence polarization; active means well fitted inhibition curve with a large enough effect in the polarisation, with a control signal flat, not every such curve was filed as active; inconclusive means small, poorly fitted or top-dose-only effect, or effect the other way, or a change in a side signal; inactive means no such curve, though single readings can be large or run the other way; the % refers to the polarisation; further: potency means the concentration at half of the fitted maximal effect; % of control where 0% means no effect; many of its hits are not listed in these tables
USP2a inh = qHTS Assay for Inhibitors of Ubiquitin-specific Protease USP2a Using CHOP2 as the Reporter. Ubiquitin carboxyl-terminal hydrolase 2 (Homo sapiens), O75604. USP2 core, Ub-CHOP2 coupled fluorogenic reporter, 485/531. Potency, µM (top dose mostly 38.3 µM), inactives show at the top dose activity change, negative = inhibition, actives largely listed as inhibitors. actives 0.01% (n = 330,000). AID 463254, 2010;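 further: potency means the concentration at half of the fitted maximal effect; plate controls were DMSO wells for no effect and full inhibition by NEM control for full effect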
Target sequence (O75604 whole entry, looked up): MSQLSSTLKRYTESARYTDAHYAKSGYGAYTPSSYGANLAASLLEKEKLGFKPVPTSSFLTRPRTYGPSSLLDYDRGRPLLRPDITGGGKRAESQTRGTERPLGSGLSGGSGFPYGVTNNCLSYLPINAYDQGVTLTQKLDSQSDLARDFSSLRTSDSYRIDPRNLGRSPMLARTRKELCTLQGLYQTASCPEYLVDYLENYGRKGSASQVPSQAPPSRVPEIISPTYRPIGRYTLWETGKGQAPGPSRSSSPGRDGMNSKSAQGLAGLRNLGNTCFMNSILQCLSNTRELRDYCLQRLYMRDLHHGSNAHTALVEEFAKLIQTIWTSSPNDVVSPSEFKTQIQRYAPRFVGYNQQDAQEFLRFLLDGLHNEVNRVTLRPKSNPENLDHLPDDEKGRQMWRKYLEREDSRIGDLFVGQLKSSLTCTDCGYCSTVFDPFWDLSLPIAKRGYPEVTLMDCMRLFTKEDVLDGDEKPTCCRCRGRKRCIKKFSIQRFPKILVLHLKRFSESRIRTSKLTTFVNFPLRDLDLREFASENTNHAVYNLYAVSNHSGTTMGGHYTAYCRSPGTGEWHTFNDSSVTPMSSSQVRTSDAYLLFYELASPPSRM
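Deubiquitinase activity read as fluorescence (485/531 nm) after Ub-CHOP2 cleavage activates the enterokinase reporter on its substrate; USP2 core 10nM, Ub-CHOP2 and substrate 25nM each, 30min compound preincubation then 60min RT; data normalized to NEM, curves fitted.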
KCNH2 3.1 inh = qHTS for Inhibitors of KCHN2 3.1: Mutant qHTS; actives 0.95% (n = 340,000); activity change, % (tested at about 1.8 µM); AID 720553, 2013; Potassium voltage-gated channel subfamily H member 2, brain isoform KCNH2 3.1 (human); U2OS KCNH2 3.1, thallium flux FluxOr; hits give low values;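 active means maximum activity change below -70%; inconclusive means maximum activity change from -70% to -50%; inactive means maximum activity change above -50%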;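 further: thallium influx rate constant from kinetic fluorescence after stimulation buffer; on the % scale 0 is the no-effect control and ±100 the full control effect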
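Kinetic fluorescence (2 min after stimulation buffer) measures Tl+ influx through KCNH2 3.1 expressed by viral transduction in U2OS cells; the rate constant is normalized against DMSO controls serving as positive and negative references.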
KCNH2 WT inh = qHTS for Inhibitors of KCHN2 3.1: Wildtype qHTS | activity change, % at 1.84 µM | Voltage-gated inwardly rectifying potassium channel KCNH2 (Homo sapiens), Q12809 | AID 720551, 2013 | actives 0.37% (n = 340,000) | U2OS, BacMam KCNH2, thallium flux FluxOr; hits give low values;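 active means maximum activity change below -70%; inconclusive means maximum activity change between -70% and -50%; inactive means maximum activity change above -50%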; further: on the % scale 0 is the no-effect control and ±100 the full control effect
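U2OS cells transduced with wild-type KCNH2 virus are loaded with FluxOr dye for 45 min, and thallium flux is measured in kinetic reads before and after stimulation buffer. Rate constants are normalized to DMSO controls.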
Numbers without * were called inactive; ? = inconclusive; / = no result given; & = joins results of further samples; [ ] = another dose, or the depositor's remark. Unless noted, the call rests on the fitted dose curve; in most records, active means well fitted curve in the direction sought with a large enough effect; inconclusive means small, poorly fitted or top-dose-only effect, or another doubt; inactive means no such curve, though single readings can be large; an effect the other way counts as inactive or inconclusive.

SMILES	PKM2 act	GALK inh	FBPA coupling cs	B2AR arrestin	MLL CXXC-DNA inh	Giardia kill	TRPV1 ag	Menin-MLL TR inh	USP2a inh	KCNH2 3.1 inh	KCNH2 WT inh
COc1ccc(C(=O)Cc2nnc(C)s2)c(OC)c1	7.8%	-0.1%	-33.7*	0.6%	-1.8%	12.8	-6.6	-19.7%	-5.2%	22.8	3.3
O=C(N1CCCC1)C12CC3CC(C1)CC(C(=O)N1CCCC1)(C3)C2	1.8%	-2.4%	-3.2	-0.7%	13.1%	-9.2	-4.3	-4.3%	1.5%	17.0	-5.2
O=C(CCNC(=O)c1ccccc1Cl)NCC1CCCO1 (stereo unspecified)	/	/	/	-0.3%	/	-17.7	-0.6	/	0.9%	-29.7	-2.4
COc1ccc(C2c3ccsc3CCN2C(C)=O)cc1 (stereo unspecified)	-4.1%	9.2%	1.6	-0.3%	0.8%	4.2	-0.1	/	2.1%	15.2	0.7
S=c1[nH]nc(CSc2nc3ccccc3s2)n1Cc1ccccc1	2.6%	-0.5%	6.3	-0.4%	4.1%	-17.0	2.6	0.8%	1.3%	6.4	-12.1
CCOc1ccc(C(=O)Cn2cnnc2C#N)cc1	/	1.1%	-0.8	0.0%	10.0%	-0.6	1.6	-14.7%	0.5%	1.3	-14.3
COc1cc(/C=C2\C(C)=C(C#N)c3nc(N)c(C#N)c(C)c32)ccc1OCC(=O)O	29.1%	-7.1%	-12.5	0.1%	-8.5%	4.3	-1.7	/	7.7%	-7.9	-6.9
c1ccc(C2Nc3cccc4cccc(c34)N2)cc1	-3.3%	-5.7%	-10.7	0.3%	7.0%	21.2	-1.8	?	-0.8%	-4.2	-7.6
COc1ccc(-c2nnc(NC(=O)C(C)C)o2)cc1	6.1%	2.4%	-0.7	0.1%	-11.3%	15.9	4.0	1.8%	-1.4%	4.9	-42.9
COC(=O)[C@H]1C[C@H]1[C@@H](NC(=O)c1ccc[nH]1)c1ccccc1	/	/	8.8	/	/	-11.9&-0.1	/	-3.3%	/	-4.7	-1.3
CCOc1ccc(C(=O)NCC(=O)Nc2ccc(N3CCOCC3)cc2)cc1OCC	6.9%	-3.1%	-3.0	0.5%	15.5%	-2.7	-2.5	-7.1%	0.0%	9.7	-14.3
Cc1c(C(=O)N2CCCC2)oc2c1-c1nn(CC(=O)NCCCOC(C)C)cc1CC2	/	4.1%	/	-0.7%	2.8%	-2.8	-21.2	/	-0.2%	-2.8	-6.5
Cc1nc(-c2ccccc2)nc2[nH]c(C(C)C)cc(=O)c12	-8.6%	1.2%	2.8	0.0%	16.6%	2.0	?	-0.9%	2.1%	3.5	8.2
Cc1ccc(CNC(=O)Cn2cncn2)cc1	0.4%	5.1%	-1.3	0.1%	4.5%	32.7[activator]	-0.4	-24.6%	-0.3%	-4.9	4.6
O=C1[C@H](c2ccccc2)[C@@H](c2ccccc2)N1c1ccncc1	/	/	/	-0.1%	/	2.5	/	/	0.9%	-3.3	-6.7
CCSCc1nnc(SCC(=O)Nc2cccc(SC)c2)n1C	8.4%	-0.2%	1.3	0.0%	-1.8%	8.3	-4.8	10.3%	0.9%	-1.6	-9.0
CCOCCCNC(=O)C1(O)c2ccccc2NC(=O)N1c1ccc(C)c(C)c1 (stereo unspecified)	/	-3.0%	1.6	0.4%	?	-26.2	-0.5	-14.8%	2.2%	-4.1	2.6
COc1ccccc1CNC(=O)COC(=O)C1CC1	/	/	/	-0.4%	/	-24.5	0.5	/	-5.4%	5.8	-1.2
CCCOC(=O)c1ccc(NC(=O)CN(C)Cc2cccs2)cc1	/	-2.7%	-0.2	-0.1%	7.2%	4.8	?	6.2%	1.2%	9.0	-4.3
COc1cccc(C(CNC(=O)C2CCN(C(=O)Nc3ccccc3)CC2)N(C)C)c1 (stereo unspecified)	/	/	/	-0.2%	/	-6.3	1.4	/	8.0%	1.6	3.8
CCCc1cc(=O)oc2c(C)c(OC(C)C(=O)NCC(O)c3ccccc3)ccc12 (stereo unspecified)	11.4%[0.46 µM]	0.4%	2.1	0.0%	11.0%	20.0	1.7	-5.9%	0.8%	33.0	-1.3
O=C(O)COc1ccccc1/C=N/NC(=O)CSc1nc2ccccc2n1Cc1ccccc1Cl	-9.5%	-9.1%	1.6	-0.1%	3.7%	-1.8	0.5	/	-1.7%	-4.5	-6.8
Cc1onc(-c2ccccc2)c1C(=O)n1nnc2ccccc21	13.3%	0.9%	5.0	-0.1%	-2.8%	-6.2	/	-6.1%	0.4%	-2.2	-4.9
O=C1COc2ccc(S(=O)(=O)N3CCCCC3)cc2N1	/	3.8%	/	-0.1%	13.6%	0.1	1.1	/	-2.0%	-7.4	-21.9
CC(OC(=O)c1cc(=O)[nH]c2ccccc12)C(=O)NC1CCCC1 (stereo unspecified)	/	/	/	-0.2%	/	-6.1	-0.2	/	0.2%	3.0	-4.4
C=C1CCC2C(C)(C)[C@H](O)CC[C@@]2(C)[C@@H]1COc1cc(=O)oc2ccccc12 (stereo partly specified)	0.7%	/	0.7	-0.5%	-0.5%	-9.2	-0.7	-4.6%	4.5%	6.7	-9.0
CCN1/C(=C/c2ccc3ccc(C)cc3[n+]2CC)Sc2ccccc21	-58.6%	/	4.2	-0.1%	?	4.2	2.3	?	-6.3%	-2.5	0.3
Brc1cc2c(cc1/C=N/Nc1nc3ccccc3s1)OCO2	-9.9%	0.2%	-1.5	-0.5%	28.2%	1.2	/	/	1.9%	-5.0	0.3
COc1ccc(C(=O)C(OC(=O)c2ccccc2)c2ccccc2)cc1 (stereo unspecified)	5.8%	-2.0%	1.9	3.2%	2.2%	-4.6	2.0	37.4%[activator]	-2.2%	-9.6	-1.1
CCCC1=Nc2cc(C(=O)N3CCCC3)ccc2Sc2ccc(C)cc21	/	-11.0%	0.6	0.1%	11.4%	5.1	17.4	?	1.4%	5.0	-7.0
CCn1c(CN2CCOCC2)nnc1SCC(=O)Nc1ccc(C)cc1	-1.2%	6.4%	/	-0.3%	-9.4%	2.4	0.8	/	0.7%	-16.1	-7.4
CC(Oc1ccc(C(=O)c2ccccc2)cc1)C(=O)N1CCOCC1 (stereo unspecified)	/	/	/	-0.8%	/	-7.2	16.2	/	1.4%	-0.4	6.8
COc1ccc(NC(=O)CSc2nnc(N)s2)cc1	-1.5%	-0.2%	0.7	0.3%	1.5%	-12.0	-0.5	-1.1%	1.9%	6.7	-0.6
N#CCSc1ccccc1NC(=O)COC(=O)CCN1C(=O)C2CC=CCC2C1=O (stereo unspecified)	/	/	/	-0.2%	/	-7.6	0.5	/	2.9%	-0.1	0.0
COc1ccc(C(=O)N2CC(=O)Nc3ccc(C)cc3C2c2ccccc2)cc1 (stereo unspecified)	/	0.4%	-1.1	-0.2%	-2.6%	-21.5	5.4	?	3.5%	-3.0	-1.8
O=C(N/C(=C/c1ccc(Cl)cc1)C(=O)N1CCCC1)c1ccccc1	-2.7%	-2.7%	4.6	-0.4%	-10.8%	21.4	4.2	/	12.3%	-2.1	-3.0
N#CC1=C(N)N(c2ccc(Oc3ccccc3)cc2)C(=O)C1	4.1%	1.0%	4.8	-0.1%	8.3%	-5.6	-0.7	0.6%	-2.1%	-3.1	7.9
O=C(CSc1nnc(Cc2cccs2)n1C1CCCCC1)N1CCCc2ccccc21	-16.6%	-0.4%	1.1	0.0%	13.8%	-4.2	27.5	-8.2%	-3.7%	-2.7	0.8
O=c1oc(CCO)cc2ccc(-c3ccc4[nH]ccc4c3)cc12	/	/	/	-1.0%	/	6.6	5.5	/	0.3%	18.5	-17.0
COC(=O)c1cc(S(=O)(=O)N2CCN(c3ccccc3F)CC2)c[nH]1	/	8.4%	4.5	-0.3%	-6.5%	17.3	8.7	-1.5%	0.3%	-78.7*	7.7
CC1(C)CC(=O)c2cnc(N3CCN(c4ccccc4)CC3)nc2C1	4.2%	-0.7%	2.8	-0.3%	0.3%	-14.5	0.2	-1.8%	2.5%	-4.5	3.9

An excerpt. The share of hits here may be higher or lower than overall.
